# From PubChem
# SENP8 block-1 = inhibitors of human SENP8 protease. recombinant SENP8, Nedd8 substrate fluorescence. inhibition, % at 20 µM. 360,000 compounds, 0.64% hits. AID 602440; in the data active = inhibition mostly above about 40%, no sharp cut-off; inactive = mostly below about 27%
# Target sequence (Q96LD8 whole entry, looked up): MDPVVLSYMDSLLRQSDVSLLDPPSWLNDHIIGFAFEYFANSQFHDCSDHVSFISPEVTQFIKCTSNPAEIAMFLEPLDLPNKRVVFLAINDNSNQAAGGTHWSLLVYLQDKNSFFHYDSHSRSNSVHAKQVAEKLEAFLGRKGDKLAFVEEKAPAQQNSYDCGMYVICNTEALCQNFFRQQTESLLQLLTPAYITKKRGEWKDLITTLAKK
# APOBEC3G inh = inhibitors of human APOBEC3G DNA deaminase | Q9HC16 | 330,000 compounds, 0.28% hits | inhibition, % at 20 µM | recombinant A3G, ssDNA deamination FAM/TAMRA fluorescence | AID 493012;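 active = inhibition of at least 40% at 20 µM, with no more than 30% in the related APOBEC3A deaminase screen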;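 note: plate controls were DMSO wells with A3G for no effect and wells lacking A3G enzyme for full effect; some compounds called inactive have numbers as strong as hits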
# SENP6 inh = blocks the human protease SENP6; inhibition, % at 10 µM; 330,000 compounds, 1.8% hits; Recombinant SENP6 catalytic domain, aminoluciferin luminescence;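 active = inhibition above about 50% at the single tested dose, limit read from the data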;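 note: plate controls were DMSO wells with enzyme for no effect and DMSO wells lacking enzyme for full effect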
# SENP7 block = SENP7 protease inhibition. Q9BQF6. recombinant SENP7, Z-RLRGG-aminoluciferin luminescence, 40 min. inhibition, % at 5 µM. 330,000 compounds, 1.5% hits. AID 434973;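 active = inhibition above about 50% at the single test dose, limit read from the data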;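 note: plate controls were DMSO with enzyme for no effect and no enzyme buffer wells for full effect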
# Target sequence (Q9BQF6 706-1050 limits assumed): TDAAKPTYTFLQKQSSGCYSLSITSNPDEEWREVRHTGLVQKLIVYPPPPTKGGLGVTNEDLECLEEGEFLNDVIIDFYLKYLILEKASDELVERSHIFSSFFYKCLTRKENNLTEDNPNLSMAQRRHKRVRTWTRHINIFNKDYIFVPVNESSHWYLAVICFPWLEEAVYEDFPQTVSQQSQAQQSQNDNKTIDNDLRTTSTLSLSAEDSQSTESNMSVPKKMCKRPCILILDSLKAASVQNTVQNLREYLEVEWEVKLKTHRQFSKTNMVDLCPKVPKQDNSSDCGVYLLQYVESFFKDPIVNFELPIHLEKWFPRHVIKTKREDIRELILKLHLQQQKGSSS
# UBC13 inh = blocks human UBC13 polyubiquitin chain formation. inhibition, % at 20 µM. AID 485273. 330,000 compounds, 0.47% hits. P61088. TR-FRET; in the data active = inhibition above about 45%, passing the limit was not always enough
# Target sequence (P61088 whole entry, looked up): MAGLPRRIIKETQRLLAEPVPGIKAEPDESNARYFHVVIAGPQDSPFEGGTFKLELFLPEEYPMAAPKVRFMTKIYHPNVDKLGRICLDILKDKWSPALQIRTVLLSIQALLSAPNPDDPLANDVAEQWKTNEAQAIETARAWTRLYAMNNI
# Apaf-1 inh = human Apaf-1 inhibition. reconstituted apoptosome caspase-3 activity, DEVD-Rh110 fluorescence. inhibition, % at 20 µM. 330,000 compounds, 0.71% hits; active = inhibition of at least 40% at 20 µM;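 note: plate controls were DMSO wells for no effect and DEVD-CHO caspase inhibitor wells for full effect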
#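 System: reconstituted apoptosome with Apaf-1, cytochrome c, caspase-9, procaspase-3, dATP; Signal: Rh110 fluorescence intensity; Schedule: 30 min compound preincubation, 50 min activation, room temperature; Reagent: cytochrome c trigger plus (Z-DEVD)2-Rh110 caspase-3 substrate.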
# SENP8 block-2 = SENP8 protease inhibition | purified SENP8, Z-RLRGG-aminoluciferin cleavage, luminescence | inhibition, % at 10 µM | 330,000 compounds, 1.2% hits | AID 2540; in the data active = inhibition above about 50%
# SENP1 inh = inhibitors of human SENP1 SUMO protease catalytic domain. 360,000 compounds, 0.21% hits. Q9P0U3. inhibition, % at 10 µM. recombinant SENP1 catalytic domain, CyPet-SUMO1-YPet FRET cleavage;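 active = inhibition at least 30% at 10 µM, raw YFP signal under a set limit, fluorescence ratio 0.5 to 1.5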;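 note: 0% = enzyme with DMSO and 100% = no enzyme wells; some results filed as inactive read as strong as hits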
# Target sequence (Q9P0U3 419-644 limits assumed): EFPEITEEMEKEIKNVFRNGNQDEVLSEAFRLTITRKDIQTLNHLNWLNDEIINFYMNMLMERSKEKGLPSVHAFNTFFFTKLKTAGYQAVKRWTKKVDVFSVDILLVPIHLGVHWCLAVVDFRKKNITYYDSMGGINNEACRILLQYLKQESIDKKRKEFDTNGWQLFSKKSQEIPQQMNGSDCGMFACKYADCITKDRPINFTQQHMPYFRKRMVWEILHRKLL
#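 Test system: recombinant human SENP1 catalytic domain, His6-tagged / Medium: pH 8 Tris buffer with EDTA, NaCl, BME, BSA, NP40, catalase / Also added: SUMO1 FRET substrate flanked by Cypet and Ypet, 25 nM / Times: 50 min reaction at room temperature / Signal: FRET, CFP and YFP emission / Control set: no-enzyme low control and enzyme-plus-DMSO high control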
# * hit, by the source's call; i = inactive; / = not tested or not shown; & = joins results of further samples.
SMILES	SENP8 block-1	APOBEC3G inh	SENP6 inh	SENP7 block	UBC13 inh	Apaf-1 inh	SENP8 block-2	SENP1 inh
CC(C)c1cc2c(c(O)c1O)[C@@]13CCCC(C)(C)C1CC2OC3=O (some centres not stated)	1	31	3	5	-6	20	-5	-2
Cn1ncc([N+](=O)[O-])c1C(=O)Nc1ccc(-c2nc3ccccc3o2)cc1	15	-8	-13	-3	-8	-3	0	1
COc1ccc(NC2CCCN(C(=O)CCCn3cncn3)C2)cc1 (configuration not stated)	5	-3	8	-9	-5	-3	4	-1
NS(=O)(=O)c1ccc(CCNC(=O)C2(S(=O)(=O)c3ccc(Cl)cc3)CC2)cc1	18	-8	-6	-2	4	-3	7	-7
CC1CCN(CC(=O)N2CCc3ccccc32)CC1	18	-9	-6	-5	6	-8	3	3
CCSc1nc2ccccc2n1Cc1nc(N)nc(N(C)C)n1	13	-9	-18	-6	4	9	-14	0
OC(c1ccc(Cl)cc1)C(CN1CCOCC1)c1ccccc1 (configuration not stated)	18	-12	-11	-16	-2	16	-10	3
CC1CCN(CC(=O)c2cccs2)CC1	26	-1	8	4	5	6	4	0
C=C(C)COc1ccc(-c2ncnc(C(F)(F)F)c2-c2ccc(OC)cc2)c(O)c1	14	0	-18	-9	-12	16	-10	-5
Cc1nc(NC(=O)/C=C/c2ccc(C(C)(C)C)cc2)sc1C(=O)N(C)C	-92	1	-6	-2	8	24	2	-1
COC(=O)c1ccc(Nc2nc(N3CCOCC3)nc(N3CCOCC3)n2)cc1	12	-8	12	5	7	2	4	1
COCCNc1cc(N)c([N+](=O)[O-])cc1[N+](=O)[O-]	36	-5	-4	-3	-44	9	-12	1
O=C(CSC1CC(=O)N(CCc2ccccc2)C1=O)Nc1ccc(Cl)cc1 (configuration not stated)	5	-8	-5	4	-1	3	-4	1
Cc1cc(NCCCN(C)C)n2c(nc3ccccc32)c1C#N	-309	-3	22	3	3	-1	4	-74
COc1cccc(C(=O)OCC(=O)c2c(N)n(C)c(=O)n(C)c2=O)c1	8	-7	4	-10	1	1	1	2
CCN1CCN(C(=O)C2CCN(C(=O)c3cc4sccc4n3CC)CC2)CC1	-6	-1	-8	4	17	9	-3	0
CCOc1ccc(NC(=O)C23CC4CC(C2)CC(c2ccccc2)(C4)C3)cc1	13	-5	-15	-3	8	13	-1	0
CCOCCn1c(=NC(=O)c2cc3ccccc3oc2=O)sc2cc(S(N)(=O)=O)ccc21	-404	-9	-2	7	8	-27	16	-87
Cc1cc(CNC(=O)Cc2ccc(F)cc2)c2ccccc2n1	18	-4	8	0	9	-10	3	-39
O=C(NCc1ccccc1)C1=C[C@H](c2ccc(C(F)(F)F)cc2)C[C@H](OCc2ccc(CO)cc2)O1	-8	-9	-6	0	-4	22	0	-5
Cn1c(Cc2ccccc2)[n+](C)c2ccccc21	20	-1	30	10	2	-13	6	1
Cc1ccc(-n2nnc3c(=O)oc4ccccc4c32)cc1	16	-1	-18	3	2	16	5	1
CCc1cccc(N(C(=O)c2csnn2)C(C(=O)NC(C)(C)CC)c2ccccn2)c1 (configuration not stated)	11	-5	-6	2	8	-10	-5	1
O=C(c1ccc(Cl)c(Cl)c1)N1CCC(=O)N(C(COCc2cccc(Cl)c2)Cc2ccccc2)CC1 (configuration not stated)	22	-7	-3	-2	0	29	0	0
Cc1cc(C)cc(OCC(=O)Nc2ccccc2C(=O)N2CCOCC2)c1	6	-3	-7	3	-4	3	0	-1
Cc1ccccc1OCCn1cc(C(=O)O)c2ccccc21	12	-6	-2	4	-1	6	-2	2
O=C(O)C(Cc1ccccc1)N1C(=O)/C(=C/c2cccnc2)SC1=S (configuration not stated)	23	-4	-12	3	-3	3	6	4
O=C1CSc2ccc(C(=O)NCCc3ccc(Cl)cc3Cl)cc2N1	-2	-2	-15	-10	-11	8	-6	-3
c1ccc2c(c1)nc(Nc1ccc(N3CCCCC3)cc1)c1nncn12	-24	-8	-18	-1	9	1	2	-12
NCC(O)CN(c1ccccc1)c1ccccc1 (configuration not stated)	9	-4	-17	5	5	-3	4	2
Cc1ncc(CN2CCCC(CCC(=O)NCc3ccc(F)c(F)c3)C2)s1 (configuration not stated)	-9	4	-22	-2	8	-3	4	2
c1cc(-c2cc3cc(N4CCOCC4)ccc3o2)cs1	i	-4	-2	22	29	0	4	0
COC(=O)C(Cc1ccc(O)cc1)NC(=O)c1ccc2c(c1)OCCO2 (configuration not stated)	11	-8	16	-4	-3	9	-12	3
O=S(=O)(c1ccc(NCC2CCCCC2)nc1)N1CCOCC1	1	-3	5	-4	0	5	-1	-2
CCOc1ccc2c(c1)c1nnc(SCC(=O)N3CCCCC3C)nc1n2C (configuration not stated)	22	1	11	5	-29	16	2	-1
Cc1ccc(C)c(NC(=O)COC(=O)CCc2ccc(S(=O)(=O)N3CCOCC3)cc2)c1	17	-3	5	3	4	-6	5	-1
C#CCn1ccc(O)c(Cc2c(F)cccc2Cl)c1=O	4	-11	-3	4	3	-12	3	0
O=C(NC(=S)Nc1ccc(O)cc1)C1CCCC1	4	-8	-2	-9	7	-11	4	0
Cc1ccc(C)c(S(=O)(=O)N2CCN(C(=O)c3ccc(C)s3)CC2)c1	8	-7	8	-3	0	4	7	1
Cc1ccc(NC(=O)COC(=O)[C@H](C)NC(=O)c2ccccc2)cc1S(=O)(=O)N1CCOCC1	12	-3	24	-1	18	-14	-6	3
COc1cc(/C=C2/SC(N)=NC2=O)ccc1Oc1ccc([N+](=O)[O-])cc1[N+](=O)[O-]	14	-6	3	7	-9	3	8	5
CCCn1nnnc1SCC(=O)N1CCCc2ccccc21	20	-2	-9	-5	-1	4	-12	0
O=C(c1cccc(S(=O)(=O)N2CCOCC2)c1)N1CCN(c2ccc(F)cc2)CC1	9	-6	-2	5	4	-19	5	-11
N[C@H]1C(O)O[C@H](CO)[C@@H](O)[C@@H]1O (some centres not stated)	2	-5	-16	7	4	-5	1	-1
Cc1ccc(N(CC(=O)N2CCN(c3ccc(F)cc3)CC2)S(=O)(=O)c2c(C)noc2C)cc1	13	-6	-1	-2	5	11	1	1
COc1ccc(NC(=O)Cc2nnc(SCC(=O)NC3CCCCC3)n2C)cc1	8	-12	29	2	-2	2	8	0
Cc1cc(=O)[nH]c(SCC(=O)Nc2ccc(Br)cc2)c1C#N	-13	-4	-5	-2	-10	6	1	3
O=C(Nc1cccc2c1CCCC2)C1CCN(c2nnnn2-c2ccccc2)CC1	9	-2	9	4	4	3	4	2
CCc1cccc(NC(=S)N(CCCOC(C)C)C2CCN(C(C)=O)CC2)c1	18	-8	1	-9	-2	2	-2	3
CC(=O)/C=C(/C)NC(Cc1c[nH]c2ccccc12)C(=O)O (configuration not stated)	6&4	-5&-4	-2&-1	1&11	0&-5	-24&2	13&-4	-3&-6

# (more compounds)
# Under each structure – SENP8 block-1 | APOBEC3G inh | SENP6 inh | SENP7 block | UBC13 inh | Apaf-1 inh | SENP8 block-2 | SENP1 inh
> CCCCn1c(N)c(N(CC)C(=O)C(c2ccccc2)c2ccccc2)c(=O)[nH]c1=O
    4 | -2 | -18 | 1 | -4 | -5 | -1 | 1
> Cc1cc(SC(C)C(=O)NCC(=O)Nc2ccc(F)c(F)c2F)nc2ccccc12 (configuration not stated)
    0 | -2 | -4 | -7 | 32 | -11 | 0 | -5
> CC(=O)c1sc(NC(=O)c2cc3c(C)nn(-c4ccccc4)c3s2)nc1C
    -214 | -2 | 2 | -2 | 5 | 2 | -5 | -41
> O=C(Cn1cncn1)NCc1ccc(Cl)cc1
    -1 | -7 | -16 | -3 | -14 | 3 | -12 | 0
> CC1CCCN(CCCNC(=O)C2CCN(S(=O)(=O)N3CCC4(CC3)OCCO4)CC2)C1 (configuration not stated)
    3 | 1 | 1 | 8 | -1 | 3 | -1 | 1
> C/C(=N\N(c1ccccc1)c1ccccc1)c1ccc(O)cc1
    13 | -9 | -4 | 1 | 7 | 10 | 7 | 0
> COc1ccc(S(=O)(=O)N2CCOCC2)cc1NC(=O)CSc1nnc2ccccn12
    / | -11 | -7 | -7 | 0 | -4 | -5 | /
> O=C(COC(=O)/C=C/c1cccc(Cl)c1)NCCC1=CCCCC1
    15 | -5 | -2 | -4 | 6 | -3 | -1 | -2
> CCN(CC)C(=O)c1sc(NC(=O)c2cccnc2)c(C(=O)OC)c1C
    -65 | -3 | 23 | 4 | 4 | -2 | 2 | 1
> C(=N\NC(=Nc1ccccc1)c1ccccn1)/c1ccccn1
    40* | -4 | 0 | 0 | -8 | -32 | 4 | -1

# Rewritten field by field: four of the compounds above
> O=C(Cn1cncn1)NCc1ccc(Cl)cc1
  SENP8 block-1 = -1; APOBEC3G inh = -7; SENP6 inh = -16; SENP7 block = -3; UBC13 inh = -14; Apaf-1 inh = 3; SENP8 block-2 = -12; SENP1 inh = 0
> C/C(=N\N(c1ccccc1)c1ccccc1)c1ccc(O)cc1
  SENP8 block-1 = 13; APOBEC3G inh = -9; SENP6 inh = -4; SENP7 block = 1; UBC13 inh = 7; Apaf-1 inh = 10; SENP8 block-2 = 7; SENP1 inh = 0
> CCCCn1c(N)c(N(CC)C(=O)C(c2ccccc2)c2ccccc2)c(=O)[nH]c1=O
  SENP8 block-1 = 4; APOBEC3G inh = -2; SENP6 inh = -18; SENP7 block = 1; UBC13 inh = -4; Apaf-1 inh = -5; SENP8 block-2 = -1; SENP1 inh = 1
> CCN(CC)C(=O)c1sc(NC(=O)c2cccnc2)c(C(=O)OC)c1C
  SENP8 block-1 = -65; APOBEC3G inh = -3; SENP6 inh = 23; SENP7 block = 4; UBC13 inh = 4; Apaf-1 inh = -2; SENP8 block-2 = 2; SENP1 inh = 1

# The listing continues.
# Under each structure – SENP8 block-1 | APOBEC3G inh | SENP6 inh | SENP7 block | UBC13 inh | Apaf-1 inh | SENP8 block-2 | SENP1 inh
> Cc1ccc(C(=O)Nc2ccsc2C(=O)O)cc1
    15 | -3 | 94* | 94* | 4 | 6 | 92* | 0
> COc1cc(C(O)c2nc3ccccc3s2)cc(OC)c1OC (configuration not stated)
    5 | -3 | 4 | -8 | 0 | -3 | -15 | 1
> CC(C)c1ccc(SCc2noc(C(=O)NCC3CCCO3)c2C(=O)O)cc1 (configuration not stated)
    1 | 10 | -4 | -1 | 3 | 9 | -8 | 0
> COc1ccc(NC(=O)c2ccco2)cc1NC(=O)c1ccc(Br)o1
    0 | -6 | 2 | -9 | 8 | -19 | -5 | 0
> COc1ccc(NC(=O)CCNC(=O)c2ccccc2Cl)cc1OC
    14 | -4 | 9 | 5 | -2 | 4 | 5 | 0
> O=C(Nc1ccccc1Cl)c1sccc1-c1ccccc1
    -5 | -7 | -11 | -8 | 5 | 12 | 6 | 0

# An excerpt of these results, with each value named.
Cc1ccc(C(=O)Nc2ccsc2C(=O)O)cc1
  SENP8 block-1: 15	APOBEC3G inh: -3	SENP6 inh: 94*	SENP7 block: 94*	UBC13 inh: 4	Apaf-1 inh: 6	SENP8 block-2: 92*	SENP1 inh: 0
COc1cc(C(O)c2nc3ccccc3s2)cc(OC)c1OC (configuration not stated)
  SENP8 block-1: 5	APOBEC3G inh: -3	SENP6 inh: 4	SENP7 block: -8	UBC13 inh: 0	Apaf-1 inh: -3	SENP8 block-2: -15	SENP1 inh: 1

# Compounds as they come. About 3.6% of those tested had a hit in this group.
